Source: PubChem (Broad Institute)
PAX8 inh HTS – inhibitors of PAX8-driven TPO luciferase reporter, primary screen, RMG-I cells, single concentration; AID 652154, 2013; inhibition, % at 12.6 µM; SteadyGlo, 24 h; 360,000 tested, 1.2% active;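 active = mean replicate inhibition at least 60% with every replicate also reaching 60%; inconclusive = only one of the two criteria is met; inactive = mean below 60% and not all replicates reaching 60%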;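 note: luciferase light reporting Pax8 driven TPO promoter activity; plate controls were median of neutral control wells for no effect and mitoxantrone controls for full effect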
Casp6 inh – human caspase-6 inhibitors, primary screen, biochemical, VEID-R110 fluorescence, single point, set 2 | P55212 | purified caspase-6, Z-VEID-R110 cleavage fluorescence | inhibition, % at 12.5 µM | 350,000 tested, 0.53% active | AID 686996, 2013;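 active = mean inhibition across replicates at least about 35%, with every replicate also reaching that limit, limit read from the data; inconclusive = only one of the two criteria met; inactive = neither criterion met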;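 note: 0% = median of neutral control wells and 100% = no fluorescence left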
Target sequence (P55212 24-179 limits assumed): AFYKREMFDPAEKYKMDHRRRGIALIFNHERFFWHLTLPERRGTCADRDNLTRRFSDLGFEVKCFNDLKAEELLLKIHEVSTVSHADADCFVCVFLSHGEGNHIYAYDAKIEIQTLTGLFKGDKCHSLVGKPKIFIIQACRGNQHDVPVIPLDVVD
Target sequence (P55212 194-293 limits assumed): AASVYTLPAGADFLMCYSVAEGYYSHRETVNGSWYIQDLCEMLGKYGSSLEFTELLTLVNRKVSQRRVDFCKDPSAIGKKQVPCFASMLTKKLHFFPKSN
miR122 inh – miR-122 Renilla sensor signal increase in Huh7, primary screen, miR-122 inhibitor project, cell-based, single point, plate reader; activation (reporter increase), % at 12.5 µM; Huh7 miR-122 Renilla luciferase sensor, 48 h; neutral wells = 0, positive control = 100; 340,000 tested, 0.3% active;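 active = mean replicate activation score at least 90 and every replicate individually at or above 90; inconclusive = only one of the two criteria met; inactive = neither criterion met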;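 note: higher luciferase means less miR-122 activity so hits act as miR-122 inhibitors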
PGC1a acetyl inh – inhibitors of PGC1a acetylation signal, primary screen, cell-based, U2OS, AlphaScreen, inhibitor mode; AlphaScreen anti-acetyl-lysine; with virally co-expressed GCN5 acetyltransferase; inhibition, % at 15.6 µM; 350,000 tested, 0.17% active; AID 651687, 2012;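 active = every replicate shows inhibition of at least 40%; inconclusive = mean inhibition at least 40% but some replicate below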;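 note: 0% = neutral control wells and 100% = positive control wells; some results beyond the cut were filed as inactive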
Cneo AK release – Cryptococcus neoformans cell lysis inducers, primary screen, AK release luminescence, single concentration; AID 651654, 2012; C. neoformans lysis, adenylate kinase release luminescence, 4 h; normalised: neutral wells 0, clomiphene wells 100; 360,000 tested, 0.2% active; lysis activity, % at 15 µM;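 active = mean lysis activity across replicates of at least 80%, whatever share of replicates individually reach that level; inactive = mean lysis activity below 80%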
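Schedule: static 4 h at 37 °C with compound, 1 h detection; system: C. neoformans cells; benchmarks: Clomiphene as positive control; buffer or medium: fresh YPD medium; measure: luminescence rise reflecting yeast cell lysis; measured by: luminescent adenylate kinase detection reagent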
EWS-Fli inh – EWS/Fli-driven NR0B1 reporter inhibitors, primary screen, A673 cells, NR0B1 luciferase, luminescence, MLPCN library | viability-normalised | inhibition, % at 12.6 µM | 350,000 tested, 0.67% active;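 active = mean inhibition of at least 50% after viability correction, with every replicate also passing that limit; inconclusive = mean reaches 50% but only one of two replicates passes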;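 note: firefly luciferase signal divided by Alamar Blue viability fluorescence both relative to DMSO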
FN deposition inh – inhibitors of fibronectin matrix deposition, primary screen, AH1F cells, Alexa488-fibronectin fluorescence, plate reader | AH1F fibroblasts, overnight | inhibition, % at 12.6 µM | 350,000 tested, 0.086% active | AID 743247, 2014;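 active = mean inhibition across replicates of 30% or more, regardless of how many single replicates reach that level; inconclusive = mean under 30% yet at least half of replicates reach 30%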;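 note: positive control wells lacked labelled fibronectin entirely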
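Assay system: AH1F fibroblasts / Quantity: 10000 cells per well / Medium: DMEM plus 2% serum, read in PBS / Reagent: labelled fibronectin 24 nM / Dosing: single dose, pinned / Times: 1 h cell attachment, overnight exposure to compound and label / Signal: fluorescence, ex 485 nm, em 525 nm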
LGR2 inh – inhibitors of bursicon-induced LGR2 CRE-luciferase signal, primary screen, cell-based, HEK293, CRE-luciferase reporter, bursicon stimulation. Drosophila bursicon receptor LGR2 (rickets). bursicon-stimulated, 4 h. inhibition, % at 9.99 µM. 380,000 tested, 0.35% active. AID 720647, 2013;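 active = drop in luminescence signal, shown as inhibition above about 50% in the replicate tests, limit read from the data, passing the limit was not always enough; inconclusive = probably only some replicates passing the limit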;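 note: agonist challenge used bursicon conditioned medium at about half maximal strength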
* = called active by the depositor; ? = inconclusive; . = no result given; [ ] = dose if it differs, or a comment.

The first six entries, to show the layout:
SMILES	PAX8 inh HTS	Casp6 inh	miR122 inh	PGC1a acetyl inh	Cneo AK release	EWS-Fli inh	FN deposition inh	LGR2 inh
COc1ccc(C(CNC(=O)c2ccc(C)c(S(=O)(=O)N3CCCCC3)c2)N2CCCC2)cc1 (configuration not stated)	-14.3	-11.8	6.7	-3.1	0.1	-1.5	-8.5	4.2
Oc1ccc(Cl)cc1/C=C/c1ccc2cccc(O)c2n1	6.3	2.1	139.7*	-6.0	.	-51.9	15.0	-65.7
COc1cccc(N2CCN(CC(=O)Nc3ccnn3C3CCCC3)CC2)c1	18.5	-2.0	-9.7	-2.5	-1.7	7.1	0.4	.
CCN1CCN(c2nc(-c3ccccc3Cl)nc3ccccc23)CC1	0.3	-5.7	-0.3	5.1	0.4	5.8	1.9	-3.1
O=C(NCc1ccc(F)cc1)[C@H]1[C@H](CO)[C@H]2Cn3c(cccc3=O)[C@H]2N1C(=O)c1cccnc1	.	2.1	.	.	2.1	5.7	-1.9	23.3
COc1ccc(NC(=O)N(C)C[C@H]2Oc3c(NS(=O)(=O)c4cccs4)cccc3C(=O)N([C@@H](C)CO)C[C@H]2C)cc1	.	0.6	-9.3[16.7 µM]	-8.8	4.8	1.5	.	-8.2

The whole of this part, from the start:
SMILES	PAX8 inh HTS	Casp6 inh	miR122 inh	PGC1a acetyl inh	Cneo AK release	EWS-Fli inh	FN deposition inh	LGR2 inh
COc1ccc(C(CNC(=O)c2ccc(C)c(S(=O)(=O)N3CCCCC3)c2)N2CCCC2)cc1 (configuration not stated)	-14.3	-11.8	6.7	-3.1	0.1	-1.5	-8.5	4.2
Oc1ccc(Cl)cc1/C=C/c1ccc2cccc(O)c2n1	6.3	2.1	139.7*	-6.0	.	-51.9	15.0	-65.7
COc1cccc(N2CCN(CC(=O)Nc3ccnn3C3CCCC3)CC2)c1	18.5	-2.0	-9.7	-2.5	-1.7	7.1	0.4	.
CCN1CCN(c2nc(-c3ccccc3Cl)nc3ccccc23)CC1	0.3	-5.7	-0.3	5.1	0.4	5.8	1.9	-3.1
O=C(NCc1ccc(F)cc1)[C@H]1[C@H](CO)[C@H]2Cn3c(cccc3=O)[C@H]2N1C(=O)c1cccnc1	.	2.1	.	.	2.1	5.7	-1.9	23.3
COc1ccc(NC(=O)N(C)C[C@H]2Oc3c(NS(=O)(=O)c4cccs4)cccc3C(=O)N([C@@H](C)CO)C[C@H]2C)cc1	.	0.6	-9.3[16.7 µM]	-8.8	4.8	1.5	.	-8.2
[O-][N+]12CCCCC1CCCC2CO (configuration not stated)	2.7	-3.1	.	-2.7	.	-8.6	-2.7	-1.0
COc1ccc(C2CC(c3ccccc3)=NN2C(=O)CSc2nccc(=O)[nH]2)cc1 (configuration not stated)	-29.2	-0.4	-1.5	.	11.7	-7.0	-4.9	-38.4
CC1CC(C)CN(CC(=O)Nc2cc(S(=O)(=O)N3CCOCC3)ccc2N2CCCC2)C1 (configuration not stated)	3.5	-10.6	-0.6	-6.9	-0.2	9.9	0.4	15.9
O=c1[nH]c(CSc2ncnc3sccc23)nc2cc(C(F)(F)F)ccc12	21.4	-5.8	16.2	-1.9	1.5	15.1	5.0	12.4
CCOc1ccc(CCNC(=O)CN2C(=O)CCSc3ccccc32)cc1	-3.4	1.1	.	-3.5	-0.5	0.6	4.3	-15.5
COc1cc2c(cc1OC)CN(C(=O)CN1CCN(S(=O)(=O)c3ccccc3)CC1)CC2	16.4	1.1	-5.8	-2.3	7.9	0.2	-1.6	-2.5
COc1ccc(NC(=O)Nc2ccc3c(c2)CC(=O)N([C@H](C)CO)C[C@H](C)[C@@H](CN(C)Cc2ccc(-c4ccccc4)cc2)O3)cc1	68.2*	2.0	-12.5[16.7 µM]	-5.2	8.9	14.9	.	-6.1
CCOC(=O)c1cc(NC(=O)c2ccco2)ccc1N1CCOCC1	27.3	-0.2	.	6.9	.	-0.7	.	-14.0
O=C(NCCCc1ccccc1)c1cc(COc2c(F)cccc2F)on1	-94.9	0.6	4.6	11.1	0.6	.	5.0	-16.7
CCOC(=O)NN1C(=O)c2ccccc2NC1c1ccccc1O (configuration not stated)	5.8	.	-6.3	0.4	5.1	.	6.2	10.0
CO[C@H]1CN(C)C(=O)c2ccc(NC(=O)c3cnccn3)cc2OC[C@H](C)NC[C@@H]1C	.	0.9	.	-0.7	.	.	19.6	3.8
COc1ccc(C(=O)NNC(=O)C2CCCN(C3CC(=O)N(c4ccccc4)C3=O)C2)cc1 (configuration not stated)	26.6	-3.1	.	.	.	4.5	4.5	15.2
COc1ccc(C)cc1NC(=O)C1CC(=O)OC12CCCCC2 (configuration not stated)	-9.5	4.1	-3.0	11.6	-0.2	.	2.1	18.8
O=C(C[C@H]1C[C@@H]2c3cc(NC(=O)c4ccc5c(c4)OCO5)ccc3O[C@@H]2[C@H](CO)O1)NCC1CC1	-20.6	1.5	1.2[16.7 µM]	-14.3	13.6	2.5	6.0	-8.6
CCOC(=O)c1ccc(NC(=O)CS(=O)(=O)c2cn(CC)c3ccccc23)cc1	-1.2	.	-22.3	-3.3	-3.7	.	-5.4	.
CC1(C(=O)NC2CCCC2)CCC(=O)N1CCOc1ccccc1 (configuration not stated)	-2.6	-3.5	10.0	4.7	1.0	-13.6	-5.1	-0.6
CCOC(=O)c1c(N)sc(C(=O)OCCOC)c1C	-49.1	3.4	.	2.1	.	-4.1	1.0	-53.3
CO[C@@H]1CN(C)C(=O)c2ccc(NC(C)=O)cc2OC[C@H](C)N(CC2CCCCC2)C[C@@H]1C	-5.2	-4.3	.	-2.6	-6.2	0.7	-24.7	-8.5
CCCNC(=O)C[C@H]1CC[C@H]2[C@@H](COC[C@@H](O)CN2Cc2ccccc2F)O1	2.5	-4.9	-4.7[16.7 µM]	5.9	3.7	-3.2	0.6	-11.4
Cc1c(CCO)c(=O)[nH]n1S(=O)(=O)c1ccc([N+](=O)[O-])cc1	11.5	5.6	-9.4	3.8	-0.1	.	3.9	11.6
Cc1noc(C)c1S(=O)(=O)Nc1ccc2c(c1)C(=O)N([C@H](C)CO)C[C@H](C)[C@@H](CN(C)C(=O)Nc1ccc3c(c1)OCO3)OCCCC[C@@H](C)O2	.	-1.6	1.3[16.7 µM]	-5.0	-4.1	-0.5	.	3.5
CCN(CC)CCNC(=O)CS(=O)Cc1nc(-c2ccc(C)cc2)oc1C (configuration not stated)	-16.0	.	-1.6	7.9	-2.3	.	3.4	.
CC1Cc2nc(SCC(=O)NCc3ccccc3)n(Cc3ccccc3)c(=O)c2S1 (configuration not stated)	16.7	-0.6	13.6	2.7	-4.1	0.4	-4.9	-29.9
O=C(NCc1ccccc1)C(c1ccc(-c2ccccc2)cc1)N1CCN(CCN2CCOCC2)CC1 (configuration not stated)	-0.4	-8.0	.	.	.	-8.8	5.5	-17.4
Nn1c(SCC(=O)N2CCCCC2)nnc1-c1ccncc1	.	.	-1.7	6.2	-0.4	.	.	17.4
COc1ccc(CCN(C)C(=O)c2cc(S(=O)(=O)N3CCCCCC3)ccc2OC)cc1OC	-16.2	-133.6	3.8	4.9	5.5	10.5	5.6	-20.0
N=C1SCC(=O)N1c1ncc(Cc2ccc(F)cc2)s1	-10.9	3.5	0.7	9.0	15.4	23.1	-1.0	-2.7
C[C@@H]1CN([C@H](C)CO)C(=O)c2cc(C#CC3CCCCC3)cnc2O[C@H]1CN(C)S(=O)(=O)c1ccccc1	.	-1.6	-1.0[16.7 µM]	12.9	-0.9	8.8	.	5.8
CCCc1cc(C(=O)OCC(=O)N(CCC)c2c(N)n(Cc3ccccc3)c(=O)[nH]c2=O)sc1C	-3.7	-3.4	.	.	.	1.3	2.4	-9.6
CC1(C)Cc2nc3sc4c(SCC(=O)NC(c5ccccc5)c5ccccc5)ncnc4c3cc2CO1	.	.	-5.4	38.1	0.0	.	-27.9	.
O=C(Nc1ccc(Cl)cc1)c1nc[nH]c1C(=O)Nc1ccccc1F	-3.5	0.4	4.0	6.4	.	8.2	-0.1	-16.8
CCS(=O)(=O)N1CC2(C1)[C@@H](c1ccccc1)[C@@H](CO)N2Cc1ccc(F)cc1	-7.5	-1.5	.	-2.0	.	7.6	-2.2	-16.0
N#Cc1cccc(-c2ccc([C@H]3[C@H]4CN(S(=O)(=O)c5ccccc5)CCCCN4[C@H]3CO)cc2)c1	-24.9	-0.7	0.8[16.7 µM]	6.3	-3.4	6.8	.	18.6
COc1ccc(C2CC(c3ccccc3)=NN2S(=O)(=O)c2ccccc2)c(OC)c1 (configuration not stated)	-1.5	-1.0	.	.	.	-4.6	5.2	2.4
COc1cccc(-c2nnc(SCC(=O)N(C(C)C)C(C)C)o2)c1	-43.4	.	-25.0	.	-4.3	.	6.1	.
CCS(=O)(=O)Nc1ccc2c(c1)C(=O)N(C)C[C@H](OC)[C@@H](C)CN(CC1CCCCC1)[C@@H](C)CO2	-1.9	-0.5	0.0[16.7 µM]	.	-3.8	-1.3	-8.4	6.0
O=C(/C=C/c1cccs1)c1cc(Cl)ccc1O	-6.1	2.0	-3.5	-8.6	-2.6	-3.9	3.6	-4.6
Cn1c(=O)[nH]c(=O)c2c1nc(OC(=O)c1ccccc1)n2CC(O)COc1ccc(F)cc1 (configuration not stated)	.	.	-1.5	1.8	10.7	.	-11.3	3.1
O=C(NC1CCCC1)C(c1ccncc1)N(C(=O)c1csnn1)c1ccc(F)c(Cl)c1 (configuration not stated)	3.4	1.2	.	.	-2.0	1.3	-7.2	-7.3
CCCC(=O)Nc1nnc(SCC(=O)Nc2ccc(OCC)cc2)s1	-24.1	2.3	-3.2	1.8	0.5	-1.0	-3.4	-2.3
C[C@@H]1CCCCO[C@H](CN(C)CC2CCCCC2)[C@H](C)CN([C@H](C)CO)C(=O)c2cc(NS(=O)(=O)c3ccccc3)ccc2O1	92.3*	1.0	-7.1[16.7 µM]	-2.7	4.8	-8.9	.	?
Cc1cccc(COC[C@H](Cc2ccccc2)N2CCN(C(=O)c3cccc(C)c3)CCC2=O)c1	0.8	2.1	.	.	.	26.5	0.9	13.6
Cc1ccc(C(=O)Oc2ccc([N+](=O)[O-])cc2)cc1S(=O)(=O)N1CCCCCC1	10.1	.	-5.6	-3.9	0.1	.	4.4	8.5
CCCCNC(=O)NC1CCCC1	8.2	-0.1	.	.	.	-20.9	5.0	-5.2
O=C1CCCc2c1nc(-c1ccccc1)n2O	.	0.3	-6.0	24.6	.	6.2	.	-10.3
O=C(CCC1CCCN(C(=O)c2cncs2)C1)NCc1ccc(F)c(F)c1 (configuration not stated)	-18.3	-6.5	-9.8	8.8	-0.1	-6.9	1.1	1.9
Cc1ccc(S(=O)(=O)N(C)C[C@@H]2Oc3ncc(-c4cccc(F)c4)cc3C(=O)N([C@H](C)CO)C[C@@H]2C)cc1	-12.1	2.1	-0.6[16.7 µM]	-4.4	-2.5	6.9	-1.5	-7.6
